High-throughput results from PubChem BioAssay.
M1 antag: human M1 muscarinic receptor antagonists, primary screen, CHO-K1 cells, Fluo-8 calcium fluorescence, 1536-well; actives 1.3% (n = 360,000); CHO-K1 hM1, ACh EC80 antagonist; AID 588852, 2011; inhibition, % at 3 µM; Muscarinic acetylcholine receptor M1 (Homo sapiens), P11229;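 active means percent inhibition above its own plate's cutoff, namely the mean of that plate's compound wells plus 3 SD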;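 further: peak over basal fluorescence ratio during 140 s after agonist addition; 0% = ACh EC80 plus DMSO and 100% = DMSO alone without agonist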
M1 ag: human M1 muscarinic receptor agonists, primary screen, Fluo-8 calcium fluorescence, CHO-K1 cells, HTS. activation, % at 3 µM. CHO-K1 hM1, agonist mode; 0% DMSO, 100% acetylcholine EC100. actives 0.33% (n = 360,000). Muscarinic acetylcholine receptor M1 (Homo sapiens), P11229;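 active means activation above the run's mean compound activation plus 3 SD, cut at about 16% in these data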;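 further: peak over basal fluorescence ratio within a 140 s kinetic read after compound addition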
CHO parental Ca: ATP-evoked calcium signal inhibitors, parental CHO, primary screen, counter-screen for OX1R antagonist project, cell-based, fluorescence, Fluo-8 calcium dye. actives 0.63% (n = 330,000). parental CHO-K1, ATP-induced calcium, Fluo-8 fluorescence. AID 463079, 2010. inhibition, % at 5.6 µM;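 active means inhibition above that plate's mean sample inhibition plus 3 SD, cut at about 26% in these data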;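 further: 0% = ATP-challenged DMSO wells and 100% = DMSO wells without ATP; some compounds past the cut are filed as inactive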
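Test system: untransfected parental CHO cell line. Compound: one dose, 5.6 µM nominal. Detection: intracellular calcium via Fluo-8 no-wash fluorescent dye. Measure: % inhibition. Benchmarks: ATP-challenged DMSO wells low, unchallenged DMSO wells high.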
OXTR ag: human OXTR agonists, primary screen, fluorescence, CHO-OTR cells, Fluo-8 calcium. activation, % at 3 µM. actives 0.32% (n = 320,000). Oxytocin receptor (Homo sapiens), P30559. Fluo-8 calcium fluorescence; normalized: DMSO 0%, oxytocin 100%. AID 2435, 2010;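 active means activation above the mean of all tested compounds plus 3 SD, cutoff set per screening run, cut at about 20% in these data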;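 further: peak over basal fluorescence ratio from a 100 s FLIPR kinetic read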
Target sequence (P30559 whole entry, looked up): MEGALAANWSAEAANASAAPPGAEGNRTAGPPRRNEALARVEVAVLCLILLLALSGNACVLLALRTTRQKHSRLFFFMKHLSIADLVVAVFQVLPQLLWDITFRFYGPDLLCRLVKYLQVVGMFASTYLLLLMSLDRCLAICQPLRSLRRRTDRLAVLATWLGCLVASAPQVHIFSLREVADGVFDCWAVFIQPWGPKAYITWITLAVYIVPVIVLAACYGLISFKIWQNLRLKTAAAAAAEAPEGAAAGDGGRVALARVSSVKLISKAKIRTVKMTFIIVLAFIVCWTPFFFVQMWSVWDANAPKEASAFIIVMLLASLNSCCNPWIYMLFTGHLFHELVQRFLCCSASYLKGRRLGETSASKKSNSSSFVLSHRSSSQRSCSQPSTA
TAAR1 antag: human TAAR1 antagonists, primary screen, Fluo-8 calcium fluorescence, CHO RD-HGA16 cells; Trace amine-associated receptor 1 (Homo sapiens), Q96RJ0; antagonist; inhibition, % at 3 µM; actives 1.5% (n = 360,000);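 active means inhibition above a per-plate cutoff, the mean inhibition of test compounds on that plate plus 3 SD, cut at about 49% in these data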;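 further: 0% = DMSO plus EC80 beta-PEA response and 100% = DMSO alone without agonist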
Target sequence (Q96RJ0 whole entry, looked up): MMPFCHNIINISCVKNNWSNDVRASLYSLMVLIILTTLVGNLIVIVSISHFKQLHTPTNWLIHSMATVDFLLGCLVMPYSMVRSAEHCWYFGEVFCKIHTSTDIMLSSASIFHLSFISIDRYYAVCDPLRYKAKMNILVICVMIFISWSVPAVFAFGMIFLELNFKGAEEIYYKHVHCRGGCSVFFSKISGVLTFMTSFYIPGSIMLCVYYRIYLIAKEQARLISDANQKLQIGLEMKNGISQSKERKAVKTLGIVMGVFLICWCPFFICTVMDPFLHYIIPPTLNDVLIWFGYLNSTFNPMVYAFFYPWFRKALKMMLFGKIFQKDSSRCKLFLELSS
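Material: CHO RD-HGA16 cells bearing hTAAR1; compound dosing: one-point dosing, 3 µM nominal final; schedule: dye loading 75 min at 37 °C, then 30 min room temperature; measured by: calcium fluorescence with Fluo-8; control set: vehicle and agonist controls; replication: n of 1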
OXTR potentiate: human OXTR potentiators, primary screen, fluorescence, CHO-OTR cells, Fluo-8 calcium. Oxytocin receptor (Homo sapiens), P30559. Fluo-8 calcium fluorescence, potentiator mode; 0% = oxytocin EC15, 100% = EC100. activation, % at 3 µM. actives 0.061% (n = 320,000). AID 2445, 2010;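 active means activation above that plate's cutoff, the mean activation of tested compounds plus 3 SD, cut at about 6.6% in these data, passing the limit was not always enough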;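 further: 100% uses oxytocin at 75 nM as the full agonist control; some results filed as inactive read as strong as hits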
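Material: CHO-OTR cells, human receptor; compound dosing: single dose, 3.0 µM nominal final compound concentration; schedule: 6 min compound pre-incubation at room temperature, 100 s kinetic read; measured by: kinetic Fluo-8 calcium fluorescence; read-out basis: % activation vs EC15 and EC100 oxytocin; controls: EC15 oxytocin alone as 0%, 75 nM oxytocin as 100%; replicates: singlicate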
M1 PAM: human M1 muscarinic receptor positive allosteric modulators, primary screen, CHO-K1 cells, Fluo-8 calcium fluorescence, 1536-well | Muscarinic acetylcholine receptor M1 (Homo sapiens), P11229 | activation, % at 3 µM | CHO-K1 hM1, ACh EC20; 0% = ACh EC20, 100% = maximal ACh | actives 0.088% (n = 360,000); in the data active means activation above about 19%, passing the limit was not always enough
TAAR1 ag: human TAAR1 agonists, primary screen, Fluo-8 calcium fluorescence, CHO RD-HGA16 cells; vehicle wells 0%, saturating PEA agonist 100%; activation, % at 3 µM; actives 0.99% (n = 360,000); AID 624467, 2012;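 active means activation above the mean activation of all test compounds in the run plus 3 SD, cut at about 38% in these data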
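Assay system: CHO-derived RD-HGA16 cells with stable Gα16 and human TAAR1; timing: 17-24 h seeding, 75 min 37 °C dye, 30 min RT; read-out: % activation from peak over basal fluorescence ratio, DMSO-to-PEA scaled; measured by: kinetic Fluo-8 calcium fluorescence; benchmarks: low control DMSO, high control PEA (EC100); doses: 3 µM single concentration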
V1aR counter: agonists of human V1a receptor, primary screen, counter-screen for OXTR agonist project, fluorescence, CHO-V1R cells; Vasopressin V1a receptor (Homo sapiens), P37288; actives 0.25% (n = 320,000); AID 2797, 2010; Fluo-8 calcium fluorescence, agonist mode; 0% DMSO, 100% 3 nM vasopressin; activation, % at 3 µM;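 active means activation above the mean activation of all tested compounds plus 3 SD, per screening run, cut at about 20% in these data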;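 further: signal is peak over basal fluorescence ratio across a 100 second FLIPR read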
An asterisk follows results filed as active; · = not tested or not shown. Compounds were not picked by outcome (roughly 3.7% active in at least one column).

SMILES	TAAR1 antag	OXTR potentiate	V1aR counter	M1 antag	TAAR1 ag	M1 ag	M1 PAM	CHO parental Ca	OXTR ag
COc1ccc(-c2ccc(CCC(=O)O)n2NC(N)=O)cc1	-27	-1	0.2	-5	11	-3	3	-2	0.7
Cc1c(NC(=S)NC(=O)c2cccc(Br)c2)c(=O)n(-c2ccccc2)n1C	1	-5	-0.5	-19	0	-9	16	-11	-0.5
O=[N+]([O-])c1cccc(-c2n[nH]c(=S)n2-c2ccc(Br)cc2)c1	18	-7	-0.6	5	0	-1	10	-9	-1.2
CC(CCc1ccccc1)NC(=O)c1cccc(F)c1 (configuration not stated)	-6	-5	0.1	-1	0	-2	-2	-21	-1.3
S=C(Nc1ccccc1)N1CCN(c2ccccc2)CC1	20	·	·	5	3	2	-8	·	·
Cc1occc1C(=O)Nc1ccc(S(N)(=O)=O)cc1	17	-8	1.1	-4	5	-4	5	-4	0.0
CCC(OC(=O)c1ccco1)C(=O)NCc1ccc(C)cc1 (configuration not stated)	8	2	-0.7	-6	0	-7	7	-9	-0.7
C=CCOc1cccc(/C=N/NC(=O)CC(=O)NC2CCCCC2)c1	-5	1	1.4	10	0	-1	-1	-8	-0.8

The results go on.
SMILES	TAAR1 antag	OXTR potentiate	V1aR counter	M1 antag	TAAR1 ag	M1 ag	M1 PAM	CHO parental Ca	OXTR ag
CC1Cc2cc(S(=O)(=O)N3CCN(c4ccccc4)CC3)ccc2N1C(=O)C1CC1 (configuration not stated)	-8	0	0.3	-17	-1	-2	9	-3	0.8
CC(=O)c1sc(NC(=O)C2CCN(c3ncnc4sc(C)c(C)c34)CC2)nc1-c1ccccc1	1	2	3.5	-5	0	-2	2	-32	-0.3
CCc1cc(=O)oc2c3c(cc(OCC(=O)NCc4ccco4)c12)OC(C)(C)CC3	·	-5	-1.3	-3	·	-8	-9	5	-1.2
CN(Cc1ccccc1)C(=O)N1CCOCC1	-24	4	0.2	-16	4	1	19	2	1.1
COc1ccc(-c2nc3scc(-c4ccc(OC)c(OC)c4)c3c(=O)o2)cc1	·	-4	0.0	6	·	-3	-1	-14	0.7
CC(C)(C)NC(=O)CCN(/N=C/c1ccccc1)C1=NS(=O)(=O)c2ccccc21	40	-16	4.5	3	14	-6	-7	-17	-2.3
COc1cc(CNC(=O)c2cnc(C)cn2)cc(OC)c1	-30	-12	0.7	-5	4	6	16	10	-0.5
CCOC(=O)C1CCN(C(=O)CN(c2ccc(OC)c(OC)c2)S(=O)(=O)c2ccccc2)CC1	-2	-12	0.3	-5	2	-3	9	-19	1.3

Remaining list, next part
SMILES	TAAR1 antag	OXTR potentiate	V1aR counter	M1 antag	TAAR1 ag	M1 ag	M1 PAM	CHO parental Ca	OXTR ag
N#C/C(=C(/O)CN1CCN(c2ccccc2F)CC1)c1nc(-c2ccccc2)cs1	-2	-9	8.5	11	13	0	-1	-15	6.7
COc1cc(SC)ccc1C(=O)OC1CCOC1=O (configuration not stated)	-10	-6	0.5	-11	0	-3	13	-14	1.4
Cc1cc(Oc2ccc3ccccc3c2)nc(SCC(=O)c2ccccc2)n1	25	-9	2.8	-1	3	-5	-2	-4	0.7
CCCCCCNC(=O)O[C@@]12CN(S(=O)(=O)c3ccc(C)cc3)C[C@]1(O)Cn1c(=O)n(CCCCCC)c(=O)n1C2	13	·	·	-9	1	-1	3	·	·
COc1ccc(N(C(=O)C(C)C)S(=O)(=O)c2ccc(Cl)cc2)cc1	11	-6	-1.6	-1	-3	-8	10	-27	-2.3
COc1cc(NC(=O)Cn2cnc3ccccc3c2=O)c(OC)cc1Cl	16	-6	0.2	-2	0	-3	0	-20	1.0
O=C(COc1ccc(Br)cc1Cl)NC1CCCCC1	-5	-10	2.5	-7	7	-10	8	-11	-2.1
COc1ccc(C(=O)OCCN2CCN(C3=NS(=O)(=O)c4ccccc43)CC2)cc1OC	6	-8	1.8	-17	1	-6	8	-21	0.1

(cont.)
SMILES	TAAR1 antag	OXTR potentiate	V1aR counter	M1 antag	TAAR1 ag	M1 ag	M1 PAM	CHO parental Ca	OXTR ag
CCOc1ccc(-c2cc(C(=O)NCCCN3CCOCC3)c3ccccc3n2)cc1	28	-5	-0.1	2	9	-1	-3	-26	-0.9
Cc1cccc(CN2CCc3c(OCC(=O)NCc4ccco4)cccc3C2=O)c1	-1	-8	1.7	0	8	-7	2	-31	-1.4
C=C(C)CN1C(=O)C2(OCCO2)c2cc(Br)ccc21	-18	-3	-0.9	10	1	-1	2	-5	-3.4
N#Cc1ccsc1NC(=O)COC(=O)c1ccc(NC(N)=O)cc1	-3	-3	-0.3	1	1	-1	3	13	0.6
C/C(Cn1nnc2ccccc21)=N\NC(=O)c1cccc(Br)c1	-9	-10	-0.8	0	9	-3	-1	-12	-2.1
Cn1nc(C(C)(C)C)cc1C(=O)N1CCCCC1c1cc(C(=O)Nc2ccc(F)c(Cl)c2)no1 (configuration not stated)	20	·	·	24	1	-3	-12	·	·
O=C(NCCN1CCCC1)c1ccc2c(c1)N(Cc1cccc(Cl)c1)C(=O)c1ccccc1S2(=O)=O	20	-5	3.5	-6	6	-5	1	-20	1.3
COc1ccc2oc(C(=O)OCC(=O)NCCc3ccccc3)c(C)c2c1	-8	-2	-1.2	13	-1	-4	-7	-14	-2.6

Further compounds follow:
SMILES	TAAR1 antag	OXTR potentiate	V1aR counter	M1 antag	TAAR1 ag	M1 ag	M1 PAM	CHO parental Ca	OXTR ag
N#C/C(=C\C=C\c1ccccc1)C(=O)N1CCCC1	-21	-3	-0.2	-3	3	-3	8	-11	-0.4
O=C(NC1CC1)C1=C[C@@H](c2csc3ccccc23)C[C@@H](OCCCCO)O1	-3	-7	-0.9	-10	9	-6	5	-4	-0.8
COc1cc(N/C(=N/S(=O)(=O)c2ccccc2)c2ccccc2)ncn1	6	-3	0.8	7	0	-3	-1	2	-0.5
Cc1cccc(C(=O)Nc2ccc(C(=O)N/N=C/c3cccnc3)cc2)c1	2	-1	0.0	-15	1	-4	10	-13	1.1
C[C@H]1CN([C@@H](C)CO)S(=O)(=O)c2ccc(C#CC3CC3)cc2O[C@@H]1CN(C)S(C)(=O)=O	5	·	·	-4	5	-1	2	·	·
O=C(COC(=O)c1ccc(F)cc1)NC1CC1	-1	-8	0.5	-10	2	-3	12	-11	0.2
CCN(CC(=O)Nc1ccc(Br)cc1)C(=O)Cc1cccc(F)c1	5	2	2.4	0	3	-1	9	-20	0.6
COCCSc1nnc(NC(=O)CCS(=O)(=O)Cc2ccccc2)s1	-9	-9	0.1	-5	1	-2	5	-5	-0.5

Remaining list, next part.
SMILES	TAAR1 antag	OXTR potentiate	V1aR counter	M1 antag	TAAR1 ag	M1 ag	M1 PAM	CHO parental Ca	OXTR ag
Cc1ccccc1OCC(=O)Nc1ccccc1N1CCC(C)CC1	13	-10	0.6	0	13	-2	1	-58	-1.2
COc1cc(NC(=O)Cc2ccccc2)cc(OC)c1	9	-13	-0.3	0	0	-5	13	-3	-0.9
Cc1nn(C)c(C)c1/C=C/C(=O)c1ccccc1	9	1	0.0	4	1	-2	0	-13	-0.6
CCN(CC)S(=O)(=O)c1ccc2c(c1)N(CC(=O)Nc1ccc(NC(C)=O)cc1)C(=O)CO2	-8	-11	-0.4	-5	10	-5	8	-2	-0.7
COc1ccc(-n2c(SCC(=O)Nc3ccc(NC(C)=O)cc3)nc3c([nH]c4ccccc43)c2=O)cc1OC	5	-3	1.9	-13	1	-2	9	-17	0.1
COC(=O)Cn1cnc2c(nnn2-c2cccc(OC)c2)c1=O	4	3	-0.9	3	2	-4	1	-13	-0.2
Cc1ccc(Sc2cnn(-c3ccccc3)c(=O)c2Cl)cc1	11	-7	-1.2	-11	0	-2	5	38*	-1.5
CCCc1cc(=O)oc2cc(C)cc(OCc3nn[nH]n3)c12	11	2	5.7	-9	2	-2	12	-15	1.2

Later entries:
SMILES	TAAR1 antag	OXTR potentiate	V1aR counter	M1 antag	TAAR1 ag	M1 ag	M1 PAM	CHO parental Ca	OXTR ag
Cc1cccc(N(CC(=O)NC(C)(C)C)C(=O)CS(=O)CC(=O)Nc2ccc3c(c2)OCO3)c1 (configuration not stated)	-11	-18	-0.5	-13	12	-4	10	-15	-0.7
O=C(Nc1ccc(N=Nc2ccccc2)cc1)c1ccc(Cl)cc1Cl	1	5	-0.6	-9	7	-3	2	-8	0.4
COc1ccc(S(=O)(=O)N2CCCN(Cc3cccc(F)c3)CC2)cc1	11	-15	1.7	-31	2	-6	2	-9	-1.7
CN(C(=O)COC(=O)/C=C/c1ccccc1[N+](=O)[O-])c1ccccc1	-9	-16	-0.2	4	0	-5	3	2	0.0

A second format for part of the listing above:
COc1ccc(S(=O)(=O)N2CCCN(Cc3cccc(F)c3)CC2)cc1
  TAAR1 antag: 11
  OXTR potentiate: -15
  V1aR counter: 1.7
  M1 antag: -31
  TAAR1 ag: 2
  M1 ag: -6
  M1 PAM: 2
  CHO parental Ca: -9
  OXTR ag: -1.7

O=C(Nc1ccc(N=Nc2ccccc2)cc1)c1ccc(Cl)cc1Cl
  TAAR1 antag: 1
  OXTR potentiate: 5
  V1aR counter: -0.6
  M1 antag: -9
  TAAR1 ag: 7
  M1 ag: -3
  M1 PAM: 2
  CHO parental Ca: -8
  OXTR ag: 0.4
